# Source: PubChem BioAssay
# FAK blocker: blocks human focal adhesion kinase activity | biochemical FAK kinase activity assay | inhibition, %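 (tested at 7 µM)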 | 97,000 tested, 0.84% active; in the data active means inhibition above about 19%;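 further: 0% = DMSO and 100% = reference compound high control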
# ERa coact inh: blocks coactivator binding to human estrogen receptor alpha | inhibition, % at 25.6 µM | P03372 | 86,000 tested, 1.7% active | TR-FRET ER-alpha LBD / SRC-1 peptide, estradiol-bound; in the data active means inhibition above about 50%;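 further: 0% = receptor plus peptide control and 100% = peptide only without receptor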
# ERb SRC1 inh: ER-beta (human) coactivator binding inhibition; inhibition, % at 25.6 µM; TR-FRET ER-beta LBD / SRC1-Cy5 peptide binding; receptor agonist-loaded with 1 µM estradiol; AID 633; 86,000 tested, 1.3% active; Q92731;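 active means compounds whose percent inhibition of the receptor-coactivator binding signal exceeds about 50% in the single-dose screen, limit read from the data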;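 further: 0% = receptor plus peptide wells without compound and 100% = peptide-only wells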
# Target sequence (Q92731 whole entry, looked up, the tested form may be a part): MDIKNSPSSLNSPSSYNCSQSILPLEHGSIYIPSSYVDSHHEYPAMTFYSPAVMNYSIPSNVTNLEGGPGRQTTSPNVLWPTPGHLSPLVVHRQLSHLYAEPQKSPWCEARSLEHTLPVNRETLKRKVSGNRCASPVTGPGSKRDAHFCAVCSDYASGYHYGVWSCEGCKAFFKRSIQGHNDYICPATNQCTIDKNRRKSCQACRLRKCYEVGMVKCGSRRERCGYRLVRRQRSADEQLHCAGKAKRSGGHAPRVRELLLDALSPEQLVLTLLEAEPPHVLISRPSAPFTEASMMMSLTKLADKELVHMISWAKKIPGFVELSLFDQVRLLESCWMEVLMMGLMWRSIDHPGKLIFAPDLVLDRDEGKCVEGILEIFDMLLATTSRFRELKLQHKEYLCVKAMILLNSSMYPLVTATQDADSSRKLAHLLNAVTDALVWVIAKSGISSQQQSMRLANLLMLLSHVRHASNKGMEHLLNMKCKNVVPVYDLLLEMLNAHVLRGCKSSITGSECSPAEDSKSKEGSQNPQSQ
# ERa SRC1 pot: ER-alpha (human) coactivator binding potentiation; 86,000 tested, 1.3% active; AID 639; P03372; coactivator binding (% of control), % at 25.6 µM; TR-FRET ERalpha-LBD/SRC-Cy5 coactivator binding, 2 h; 100 = basal binding, no effect; in the data active means activity above about 200%;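 further: binding measured in presence of low estradiol as agonist stimulus; 0% = peptide alone without receptor and 100% = receptor with peptide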
# Mac1 fbg inh: CD11b/CD18-fibrinogen binding inhibition; P05107+P11215; K562 CD11b/CD18 adhesion to fibrinogen, ATPlite luminescence; Mn2+ added to activate the integrin; inhibition, % at 10 µM; 93,000 tested, 0.54% active;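 active means primary inhibition of 50% or more at 10 µM, then 40% or more on retest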; further: some results filed as inactive read as strong as hits
# MT1-MMP txn act: activates MT1-MMP transcription; 86,000 tested, 0.16% active; AID 750; HT1080 MT1-MMP promoter luciferase reporter, luminescence, overnight; hits give high values; activation factor at 10 µM;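 active means activation factor of at least 2 for MT1-MMP transcription at 10 µM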
# Mac1 fbg enh: enhancers of human CD11b/CD18 binding to fibrinogen. 93,000 tested, 0.07% active. K562 CD11b/CD18 adhesion to fibrinogen, ATPlite luminescence. P05107+P11215. activation, % at 10 µM. AID 1499;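 active means 10 µM primary screen giving 50% or more activity, confirmed by 40% or more on retest at that dose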; further: strong numbers were not always called active; reference of the scale not given here
# Ecoli WT expand: growth inhibitors of E. coli BW25113 wild type. OD600 absorbance. growth inhibition, % at 100 µM. 98,000 tested, 0.15% active. AID 710;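 active means growth inhibition above about 50% at one test dose, limit read from the data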;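 further: growth measured after 20 h incubation at 37 °C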
# PLAP activator: human PLAP activation; AID 696; activation fold at 20 µM; 96,000 tested, 1.2% active; P05187; purified PLAP enzyme, luminescent substrate read-out; hits give high values; in the data active means activation fold above about 2
# Target sequence (P05187 whole entry, looked up): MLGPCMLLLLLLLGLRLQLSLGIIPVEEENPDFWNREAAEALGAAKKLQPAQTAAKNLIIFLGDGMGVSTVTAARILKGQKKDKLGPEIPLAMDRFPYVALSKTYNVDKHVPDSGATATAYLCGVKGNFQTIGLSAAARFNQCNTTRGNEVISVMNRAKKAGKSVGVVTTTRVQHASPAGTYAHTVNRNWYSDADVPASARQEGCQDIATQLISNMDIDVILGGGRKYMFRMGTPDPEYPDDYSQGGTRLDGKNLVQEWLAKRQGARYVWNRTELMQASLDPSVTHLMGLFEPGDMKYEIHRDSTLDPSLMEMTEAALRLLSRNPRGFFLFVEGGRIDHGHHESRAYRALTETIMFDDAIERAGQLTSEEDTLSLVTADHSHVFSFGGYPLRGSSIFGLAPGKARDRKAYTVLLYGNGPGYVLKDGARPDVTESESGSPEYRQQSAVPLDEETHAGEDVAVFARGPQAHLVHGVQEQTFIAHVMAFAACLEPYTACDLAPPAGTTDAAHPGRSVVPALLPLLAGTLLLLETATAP
# Starred values were filed as active, the others as inactive; nt = not tested or not shown; [ ] = remark or other dose.
cpd	compound	FAK blocker	ERa coact inh	ERb SRC1 inh	ERa SRC1 pot	Mac1 fbg inh
1	O=C(NCc1ccc(F)cc1)c1cc2n(n1)C(C(F)(F)F)CC(C1CC1)N2 (stereo unspecified)	-1	-5	-11	113	-7
2	OCCN(Cc1ccccc1)CC1CC=CCC1 (stereo unspecified)	1	4	3[fluorescence artefact?]	109	1
3	O=C(Cc1ccc(-n2c(=O)c3sccc3n(Cc3ccc(F)cc3)c2=O)cc1)NCc1ccco1	-2	22	21	119	6
4	N#Cc1c(NC(=O)c2cccnc2)sc2c1CCC2	-2	27	32	50[fluorescence artefact?]	4
5	CCN(C(=O)c1cc(Cl)ccc1OC)C1CCCCC1	-1	0	-9	104	-8
6	Oc1cc(NCc2cccnc2)ccc1-c1nc2ccccc2o1	0	24	17[fluorescence artefact?]	102[fluorescence artefact?]	nt
7	O=C(CCN1C(=O)c2ccccc2S1(=O)=O)NCc1ccco1	3	10[fluorescence artefact?]	14	93[fluorescence artefact?]	9
8	CCCn1c(=O)c2ccccc2n2c(SCC(=O)c3ccc(F)cc3)nnc12	nt	17[fluorescence artefact?]	10	187	-27

cpd	MT1-MMP txn act	Mac1 fbg enh	Ecoli WT expand	PLAP activator
1	1	4	-2	0.9
2	1.1	0	2	1
3	nt	-5	-3	1.2
4	1	-3	-3	1
5	1.3	0	1	1
6	1.7	nt	-10	1.7
7	0.9	4	9	0.8
8	0.9	48	nt	1.2

# Next part
cpd	compound	FAK blocker	ERa coact inh	ERb SRC1 inh	ERa SRC1 pot	Mac1 fbg inh
9	CCOc1cc(S(=O)(=O)N2CCC(Cc3ccccc3)CC2)c(OCC)cc1-n1cnnn1	nt	4	7[fluorescence artefact?]	95	-9
10	COc1ccccc1-c1cc(C(=O)Nc2cccnc2)no1	-1	nt	nt	nt	15
11	Cc1cc(Cl)c(S(=O)(=O)NC(C(=O)O)c2ccccc2)cc1OCC(N)=O (stereo unspecified)	-2	-9	-2	113	6
12	CCOC(=O)Cn1c(=O)oc2cc(S(=O)(=O)Nc3c(C)cc(C)cc3C)ccc21	2	1	-3	103	-18
13	CCCc1nnc(SCc2ccc(C(=O)OC)o2)n1N	-3	-24	-11[fluorescence artefact?]	86	nt
14	O=C1CC(c2ccccc2)CC(O)=C1C=NC1CCCC1 (stereo unspecified)	-2	nt	nt	nt	-14
15	Cc1ccc(S(=O)(=O)N(CC(=O)NCCSc2ccccn2)c2cc(C)cc(C)c2)cc1	-2	nt	nt	nt	-2
16	CCOC(=O)C1C(=O)N(C(=O)c2cncc(Br)c2)CC1c1ccccc1 (stereo unspecified)	5	-3	0	77[fluorescence artefact?]	-21

cpd	MT1-MMP txn act	Mac1 fbg enh	Ecoli WT expand	PLAP activator
9	1.1	4	-13	1.8
10	0.7	0	3	0.8
11	1.1	0	-2	1.7
12	1	2	-7	1.1
13	1.1	0	1	1
14	nt	1	2	0.9
15	nt	-1	-18	1.1
16	1	0	-7	1.1

# A different layout for 2 compounds above.
# Values in the order: FAK blocker, ERa coact inh, ERb SRC1 inh, ERa SRC1 pot, Mac1 fbg inh, MT1-MMP txn act, Mac1 fbg enh, Ecoli WT expand, PLAP activator
10: COc1ccccc1-c1cc(C(=O)Nc2cccnc2)no1
→ -1, nt, nt, nt, 15, 0.7, 0, 3, 0.8
11: Cc1cc(Cl)c(S(=O)(=O)NC(C(=O)O)c2ccccc2)cc1OCC(N)=O (stereo unspecified)
→ -2, -9, -2, 113, 6, 1.1, 0, -2, 1.7

# Next section
cpd	compound	FAK blocker	ERa coact inh	ERb SRC1 inh	ERa SRC1 pot	Mac1 fbg inh
17	COc1cc(NC(=S)Nc2cccc(Cl)c2Cl)c(OC)cc1Cl	2	nt	nt	nt	-17
18	CCN(CC)/C(=N/S(=O)(=O)c1ccc(C)cc1)c1ccccc1	-1	-5	2	102	3
19	CCOC(=O)c1cc(CC)sc1NC(=O)COC	1	4	-2	96	-15
20	C=CCn1c(=O)/c(=C/c2ccc(O)cc2)s/c1=C(/C#N)c1nnc2n1CCCCC2	0	-9[fluorescence artefact?]	1[fluorescence artefact?]	98[fluorescence artefact?]	0
21	CNc1nc(-c2ccccc2)nc(-c2ccccc2)c1C#N	0	-6	1[fluorescence artefact?]	138	2
22	O=C(CN(c1ccccc1)S(=O)(=O)c1ccccc1[N+](=O)[O-])NN=C1CCCCCCC1	-3	nt	nt	nt	6
23	COc1nc(/C(N)=N/O)nc(N2CCCCC2)n1	-1	-8	-2	105	nt
24	CCn1c(SCC(=O)Nc2nc3ccc(OC)cc3s2)nc2c1c(=O)n(C)c(=O)n2C	nt	7	0	104	19

cpd	MT1-MMP txn act	Mac1 fbg enh	Ecoli WT expand	PLAP activator
17	nt	-1	-8	0.9
18	1.2	-1	3	1.2
19	1.1	-3	-2	1.7
20	1	10	-8	0.7
21	nt	62	-3	1
22	nt	6	-5	1.1
23	1.3	nt	8	1.1
24	1.1	2	0	1.6

# Continuation.
cpd	compound	FAK blocker	ERa coact inh	ERb SRC1 inh	ERa SRC1 pot	Mac1 fbg inh
25	CC(C)Cn1c(CNC(=O)c2ccccc2)nc2ccccc21	0	5[fluorescence artefact?]	10[fluorescence artefact?]	101	-5
26	CCn1cnc2sc(C(=O)Nc3ccc4c(c3)OCO4)c(C)c2c1=O	-2	6	20[fluorescence artefact?]	90	-12
27	CCOc1cccc(Oc2ccc(C(F)(F)F)cn2)c1	3	-5	-4	91	-15
28	CCCCCCc1c(O)c2ccccc2[nH]c1=O	3	5	3	126	-3
29	CCOC(=O)c1[nH]cc(-c2ccccc2)c1N1CCOCC1	3	-6	-12	92	nt
30	COc1ccc(-c2cc(C(=O)Nc3cccc(C(C)=O)c3)no2)cc1	-2	16[fluorescence artefact?]	10	228*[fluorescence artefact?]	-7
31	CC1(C)CNC(=O)CC(C)(C)N1O	-1	13	11	65	12
32	O=S(=O)(c1ccc(Cl)cc1)N1c2ccccc2Oc2nc3ccccc3nc21	4	3	-3	107	nt

cpd	MT1-MMP txn act	Mac1 fbg enh	Ecoli WT expand	PLAP activator
25	1.2	-2	13	1
26	1.7	9	-10	0.8
27	1.1	1	8	1
28	1.1	-1	0	1
29	1.1	nt	9	1
30	nt	20	-3	0.9
31	1.4	2	-5	0.9
32	1.2	nt	nt	nt

# The list goes on:
cpd	compound	FAK blocker	ERa coact inh	ERb SRC1 inh	ERa SRC1 pot	Mac1 fbg inh
33	COc1ccc(N2C(=O)C3CCCN3C2c2cccc(C)c2)cc1Cl (stereo unspecified)	-2	-1	1	116	-26
34	CCSc1nnc(NC(=O)CC)s1	-3	-6	-10	93	2
35	Cc1cc(S(=O)(=O)Nc2ccc(C(=O)N3CCN(C(=O)c4ccco4)CC3)cc2)ccc1F	1	nt	nt	nt	5
36	Cc1cc(Nc2ccccc2)n(C(=O)c2ccc(Cl)cc2)n1	2	-5	-7	108	nt
37	Cc1ccc(C(=O)NCC(C)(C)N2CCOCC2)s1	1	nt	nt	nt	5
38	CCOc1ccc(CCNC(=O)CCc2c(C)nc3ncnn3c2C)cc1OCC	3	-3	-4	124	5
39	CCOc1ccc(S(=O)(=O)N2CCN(C)CC2)c(C)c1C	-1	-32	-20	95	-36
40	O=C(CS(=O)(=O)c1c[nH]c2ccccc12)N1CCCCC1	-1	7[fluorescence artefact?]	9[fluorescence artefact?]	92	2

cpd	MT1-MMP txn act	Mac1 fbg enh	Ecoli WT expand	PLAP activator
33	1.1	2	1	1.8
34	1	-2	12	0.9
35	nt	-3	8	1.6
36	1.3	nt	nt	nt
37	nt	-1	-4	0.9
38	1.1	-4	-4	1.1
39	1.1	8	7	1.1
40	1.3	4	7	1.1

# More results
cpd	compound	FAK blocker	ERa coact inh	ERb SRC1 inh	ERa SRC1 pot	Mac1 fbg inh
41	CC1=CCC(C(=O)O)(C(=O)N/N=C/c2cccs2)C(c2ccc(Cl)cc2)C1 (stereo unspecified)	-5	1	2	83	-2
42	COc1cccc(OC)c1OCCCc1c(C)n[nH]c1C	-4	6[fluorescence artefact?]	-5[fluorescence artefact?]	93[fluorescence artefact?]	12
43	CSc1nsc(SCC(=O)Nc2ccc3c(c2)OCCO3)n1	-5	8	8	83[fluorescence artefact?]	6
44	O=C(Nc1cc(C(F)(F)F)ccc1Cl)C1CCN(c2nnc(-n3cccc3)s2)CC1	nt	42[fluorescence artefact?]	27[fluorescence artefact?]	72	nt
45	CCc1c(C(=O)Nc2ccc(OC)cc2)[nH]c(C)c1C(C)=O	-3	-8[fluorescence artefact?]	-6	108	0
46	Cc1cc(C)cc(NC(=O)CSCc2nc3c(nnn3Cc3ccc(F)cc3)c(=O)[nH]2)c1	1	1	-4	101	nt
47	O=C(c1cccs1)N1CCN(S(=O)(=O)N2CCCCC2)CC1	-2	3	-2	102	6
48	CCN(CC)CCN1C(=O)C(O)=C(C(=O)c2sc(C)nc2C)C1c1cccnc1 (stereo unspecified)	7	-4	-5	95	-1

cpd	MT1-MMP txn act	Mac1 fbg enh	Ecoli WT expand	PLAP activator
41	1	-5	10	1.4
42	1.3	-6	3	1.1
43	1.5	-7	5	0.8
44	1.1	nt	-3	nt
45	1.7	-3	2	0.9
46	1.2	nt	nt	nt
47	1.1	-2	-6	1.2
48	1.2	1	-2	1

# More compounds:
cpd	compound	FAK blocker	ERa coact inh	ERb SRC1 inh	ERa SRC1 pot	Mac1 fbg inh
49	CC(=O)C1C(c2ccc3ncccc3c2)NC(=O)NC1(O)C(F)(F)F (stereo unspecified)	3	-7[fluorescence artefact?]	-5	103	nt
50	COC1=CC(=O)OC12CCCCC2	-8	3[fluorescence artefact?]	-1[fluorescence artefact?]	99	-11
51	O=C(CN1CCN(Cc2ccccc2)C1=O)NCc1cccs1	-2	-1	-9	101	6
52	COc1cccc(NC(=O)N2CCCC2C(=O)NCC(C)C)c1 (stereo unspecified)	1	-17	-19[fluorescence artefact?]	113	-5
53	C=CCn1c(N)cc(=O)nc1SCC(=O)N1CCN(c2ccc(F)cc2)CC1	-3	-4	-2	129[fluorescence artefact?]	2
54	O=C(CSc1nnc(C2CC2)n1Cc1ccccc1)N1CCN(S(=O)(=O)c2ccccc2)CC1	1	1	6[fluorescence artefact?]	106	-6
55	COc1ccc(O)c(C(=O)c2cnn(C(=O)c3cc(C)oc3C)c2)c1	nt	-12[fluorescence artefact?]	-6[fluorescence artefact?]	112	1
56	CNC(=O)NCCN1CCCC1=O	-6	3	8	113	3

cpd	MT1-MMP txn act	Mac1 fbg enh	Ecoli WT expand	PLAP activator
49	1	nt	-3	nt
50	1.2	-2	5	1
51	nt	4	8	0.9
52	1.1	-4	-1	0.9
53	1.1	2	0	1.3
54	1.3	-4	2	1.7
55	1.1	0	8	0.9
56	1	-1	1	1

# The final 2 records of the part above come first, to join the parts.
cpd	compound	FAK blocker	ERa coact inh	ERb SRC1 inh	ERa SRC1 pot	Mac1 fbg inh
55	COc1ccc(O)c(C(=O)c2cnn(C(=O)c3cc(C)oc3C)c2)c1	nt	-12[fluorescence artefact?]	-6[fluorescence artefact?]	112	1
56	CNC(=O)NCCN1CCCC1=O	-6	3	8	113	3
57	O=C1C(c2ccncc2)N(CCC2=CCCCC2)C(=O)CN1C1CCCCC1 (stereo unspecified)	-1	3[fluorescence artefact?]	-4[fluorescence artefact?]	114[fluorescence artefact?]	-1
58	O=C(Nc1ccc2nc(-c3ccccc3)oc2c1)c1ccco1	-1	-4	-6[fluorescence artefact?]	101[fluorescence artefact?]	-15
59	CCCOc1ccc(CNC(=O)Cn2c(=O)oc3ccccc32)cc1	1	-4	-3	142	-6
60	COc1ccc(CNC(=O)Cn2cnc3c(=O)n(C)c(=O)n(C)c32)cc1	1	-9	-4[fluorescence artefact?]	135	-22
61	COc1cc(C2C3=C(Nc4ncnn42)c2ccccc2CC3)cc(OC)c1OC (stereo unspecified)	-1	3	2	95	26
62	COC(=O)[C@H](Cc1ccccc1)NC(=O)NCc1ccccc1OC	0	11	3	75	-1
63	Cc1ccc(NC(=O)c2cccs2)cc1	3	-10	-2	94	8

cpd	MT1-MMP txn act	Mac1 fbg enh	Ecoli WT expand	PLAP activator
55	1.1	0	8	0.9
56	1	-1	1	1
57	0.9	-4	4	1.3
58	1.2	0	-3	0.9
59	nt	2	-2	0.9
60	nt	0	8	1.1
61	0.5	-3	-3	1.1
62	1.2	-2	-10	0.7
63	1.4	-4	8	0.9

# Outcome played no part in choosing rows. About 5.1% of those tested had a hit in this group.
